SIAE primary: human SIAE inhibition, primary screen; AID 1053197; SIAE FP-Rh probe binding, fluorescence polarization; actives 0.69% (n = 370,000); inhibition, % at 9.66 µM; Q9HAT2;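 active = inhibition above a cutoff: mean of compounds within the control limits plus 3 SD of those, cut at about 17% in these data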;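 note: 0% = plate median of compound wells and 100% = probe without SIAE protein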
TDP2 absorb: blocks human TDP2 phosphodiesterase activity | AID 720702 | recombinant TDP2, T5PNP hydrolysis, p-nitrophenol absorbance 415 nm | O95551 | inhibition, % at 12.8 µM | actives 0.34% (n = 370,000);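 active = inhibition above the mean of all tested compounds plus 3 SD, set per campaign, cut at about 25% in these data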;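 note: 0% = DMSO with enzyme and 100% = buffer with substrate but no TDP2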
Target sequence (O95551 whole entry, looked up): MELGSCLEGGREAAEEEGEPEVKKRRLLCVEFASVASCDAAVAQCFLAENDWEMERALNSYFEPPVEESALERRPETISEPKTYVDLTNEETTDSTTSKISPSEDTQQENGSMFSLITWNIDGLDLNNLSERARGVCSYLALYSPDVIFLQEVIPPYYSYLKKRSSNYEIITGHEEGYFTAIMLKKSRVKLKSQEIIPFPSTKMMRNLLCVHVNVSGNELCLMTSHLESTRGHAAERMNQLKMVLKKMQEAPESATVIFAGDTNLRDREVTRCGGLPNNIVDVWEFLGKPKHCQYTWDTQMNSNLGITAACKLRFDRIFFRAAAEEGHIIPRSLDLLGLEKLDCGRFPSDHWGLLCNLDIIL
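System: recombinant human TDP2 / Amount: 120 nM TDP2 per well / Also added: 5 mM T5PNP chromogenic substrate / Doses: 12.8 µM single point, 1% DMSO / Incubation: 2 h at 37 °C / Detection: p-Nitrophenol epi absorbance / Evaluation: % inhibition relative to enzyme-containing and enzyme-free wells / Repeats: singlicate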
NR1D1 modulator: Rev-erb alpha (human) modulation; actives 0.79% (n = 370,000); P20393; AID 1259318; Rev-erbα–FITC-DNA binding, fluorescence polarization, 90 min; activity, % at 10 µM;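 active = activity above about 14%, limit read from the data; passing the limit was not always enough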;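 note: 0% = DMSO wells with 35 nM protein and 100% = DMSO wells with 750 nM protein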
Target sequence (P20393 whole entry, looked up): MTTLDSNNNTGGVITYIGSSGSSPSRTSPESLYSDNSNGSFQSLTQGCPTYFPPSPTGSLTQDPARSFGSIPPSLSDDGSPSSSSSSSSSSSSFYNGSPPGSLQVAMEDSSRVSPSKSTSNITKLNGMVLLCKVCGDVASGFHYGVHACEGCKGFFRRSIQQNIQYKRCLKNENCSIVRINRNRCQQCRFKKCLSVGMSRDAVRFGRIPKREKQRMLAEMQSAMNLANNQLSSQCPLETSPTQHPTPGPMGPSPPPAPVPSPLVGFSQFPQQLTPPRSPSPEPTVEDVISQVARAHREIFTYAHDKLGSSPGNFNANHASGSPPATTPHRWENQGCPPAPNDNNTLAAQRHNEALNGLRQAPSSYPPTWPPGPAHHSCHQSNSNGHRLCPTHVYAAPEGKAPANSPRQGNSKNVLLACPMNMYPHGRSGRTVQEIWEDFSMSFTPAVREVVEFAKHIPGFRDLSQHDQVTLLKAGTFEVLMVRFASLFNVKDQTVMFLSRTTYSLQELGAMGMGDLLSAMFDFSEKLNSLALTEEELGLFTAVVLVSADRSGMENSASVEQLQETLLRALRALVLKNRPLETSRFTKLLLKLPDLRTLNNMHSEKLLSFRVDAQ
PG9 Ab binder: small molecules binding HIV-1 gp120 antibody PG9; TR-FRET gp120-PG9 antibody binding; inhibition, % at 6.7 µM; actives 0.43% (n = 360,000); in the data active = inhibition above about 8.5%
TCR CD3 inh: inhibitors of human TCR-CD3 interaction; inhibition, % at 9.4 µM; TAMRA-labeled TCR probe fluorescence, biochemical; actives 0.37% (n = 360,000); AID 651800; in the data active = inhibition above about 19%;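 note: recombinant mutant TCR 2C K166C tagged with TAMRA read by polarization; 0% = receptor in buffer alone and 100% = receptor with positive control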
LEDGF integ inh: blocks HIV-1 LEDGF/p75-dependent DNA integration; TR-FRET IN-LEDGF/p75 DNA integration, Eu/Cy5; inhibition, % at 3.7 µM; actives 0.64% (n = 370,000); AID 743269;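 active = inhibition above the screen-wide mean plus 3 SD, cut at about 13% in these data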;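 note: signal is the Cy5 over europium emission ratio at 671 and 618 nm; 0% = plate median of compound wells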
mABHD4 FP: inhibits mouse alpha/beta hydrolase domain 4; Q8VD66; actives 0.54% (n = 370,000); inhibition, % at 8.92 µM; purified mABHD4, FP-Rh probe fluorescence polarization;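 active = inhibition exceeding the mean over every tested compound plus 3 SD, cut at about 30% in these data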;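 note: 0% = plate median of compound wells and 100% = S159A mutant with DMSO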
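Assay system: mouse ABHD4 enzyme, wild type / Also added: fluorescent activity-based probe FP-Rh / Doses: single nominal dose of 8.92 µM, 0.89% DMSO final / Timing: 45 min compound pre-incubation plus 60 min probe step, 25 °C / Signal: FP readout, ex 525 nm / em 598 nm / Control set: S159A mutant/DMSO as 100%, compound-well median as 0%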
rCAG binder: binds r(CAG) RNA repeats; inhibition, % at 3 µM; actives 1.3% (n = 370,000); r(CAG) RNA repeat, TO-PRO-1 dye displacement fluorescence;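 active = inhibition above the plate cutoff, the mean of all test compounds on that plate plus 3 SD, cut at about 35% in these data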;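 note: 0% = DMSO alone and 100% = 100 µM mitoxantrone as full dye displacement; higher means more dye released from RNA so lower well fluorescence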
PRMT1 FP inh: inhibitors of human PRMT1; recombinant PRMT1, activity-based probe fluorescence polarization; AID 652257; inhibition, % at 2.79 µM; actives 1.3% (n = 370,000); Q99873;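 active = inhibition above about 21% made by adding two undisclosed values, limit read from the data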
HTRA1 inhibitor: blocks human HTRA1 serine peptidase. actives 0.5% (n = 340,000). inhibition, % at 5.96 µM. recombinant HTRA1, FP-rhodamine activity-based probe, fluorescence polarization; in the data active = inhibition above about 36%;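 note: 0% = enzyme with DMSO and 100% = wells lacking enzyme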
Active calls of the source: *; i = inactive; / = no result given. An excerpt (hit frequency here may not be typical).

SMILES	SIAE primary	TDP2 absorb	NR1D1 modulator	PG9 Ab binder	TCR CD3 inh	LEDGF integ inh	mABHD4 FP	rCAG binder	PRMT1 FP inh	HTRA1 inhibitor
CN(C(=O)c1cccc(NC(=O)C2CCCN(C(=O)OC(C)(C)C)C2)c1)C1CCCC1 (stereo not given)	2	-4	-2	-0.2	-4	-5	1	-12	1	-1
CC(C)(C)c1ccc(/C=C(\C#N)C(=O)NC2CC2)cc1	3	-15	4	-0.7	-2	-7	4	-4	5	/
CC(=O)c1c(C)[nH]c(C(=O)Nc2ccc(C)cc2Br)c1C	5	5	0	10*	4	1	-3	1	1	-2
CCCOc1ccc(CSc2n[nH]c(C)n2)cc1	-4	0	1	0.1	1	0	0	-2	-1	-1
Cc1nn(-c2ccc(Cl)cc2)c(N)c1C(O)(CSc1nccn1C)C(F)(F)F (stereo not given)	-7	1	1	-0.9	-2	0	-3	4	1	-20
CCOC(=O)C1CCCN(C(=O)c2[nH]c3ccc(OC)cc3c2C)C1 (stereo not given)	1	-14	-3	-1.3	0	0	-4	-7	1	-2
CC1CCCCC1NC(=O)COc1ncnc2sccc12 (stereo not given)	0	6	3	0.4	1	-2	3	4	2	1
O=C(COc1ccc2ccccc2c1)NNC(=O)Nc1ccccc1F	-4	-10	10	-3.1	7	0	-5	3	0	-13
Cc1ccc(C2CC(=O)NC(SCC(N)=O)=C2C#N)s1 (stereo not given)	2	10	/	-1.4	5	3	-4	-2	-4	-8
Cc1cc(-c2ccccc2)nc2oc(C(=O)NN)c(N)c12	5	30*	-21	1.5	5	-2	10	9	1	20
COCCn1c(SCC(=O)NC2CCCC2)nnc1C(C)C	0	-2	-2	-1.1	4	1	0	-1	0	3
CCc1ccc(C(=O)Nc2ccc3c(c2)n(C)c(=O)n3C)cc1	-1	8	8	-1.0	3	1	1	-2	1	0
COc1ccc([C@@H]2Sc3cc(OC)ccc3N(CCN(C(C)C)C(C)C)C(=O)[C@H]2OC(C)=O)cc1	4	-2	0	1.1	1	2	2	-12	1	-3
C[C@H]1[C@@H](OC(=O)N2CCCC2)CC[C@@]23CCCN2C(=O)CCC[C@@H]13	-2	-1	0	/	/	3	-1	/	-1	/
Cc1ccc(-c2nnc(SCC(=O)N3CCCC3)o2)cc1C	1	-3	-3	1.1	-4	2	-10	-3	5	-1
O=C(c1c(F)cccc1Cl)N(Cc1ccco1)C1CCS(=O)(=O)C1 (stereo not given)	3	2	-5	-0.1	0	4	-12	9	6	5
CC1(C)CC(=O)C2=C(C1)OC(N)=C(C#N)C2c1cccs1 (stereo not given)	1	4	1	0.9	-4	0	1	-2	2	-3
CC1=C(C(=O)OCC(C)C)C(c2ccccc2Cl)NC(=O)N1C (stereo not given)	2	-11	-2	-1.4	-2	3	-6	9	-4	-7
O=C1NC(=O)/C(=C/C(=O)N2CCOCC2)S1	3	6	-1	-1.2	8	3	4	1	3	-3
CCOC(=O)c1ccc(NC(=O)CSc2ccc(-c3ccccn3)nn2)cc1	-5	-6	-1	-1.8	-11	-6	-3	-1	1	14
Cc1ccc(C)c(N2CC(C(=O)OCC(=O)Nc3cc(C)on3)CC2=O)c1 (stereo not given)	4	6	1	-1.1	0	-2	-6	0	0	5
O=C(CC1SC(=NCc2ccccc2)NC1=O)Nc1ccccc1 (stereo not given)	1	1	-5	-1.2	2	-2	-2	-3	2	1
COC(=O)c1c(NS(=O)(=O)c2cccs2)sc2c1CCCC2	0	12	-2	-2.0	-3	-1	12	14	3	-6
CCC(C)C(NC(=O)c1ccc(Cl)cc1)C(=O)O (stereo not given)	2	5	-1	0.3	1	2	5	3	1	-3
O=c1[nH]c(CSc2nnc3ccccn23)nc2cc(C(F)(F)F)ccc12	-3	2	0	-1.9	-3	1	-8	1	-1	/
CC(C)(C)c1nc(CN2CCOCC2)cc(CN2CCOCC2)c1O	3	3	0	-1.2	15	2	-6	-6	1	10
CCOc1ccc(NS(=O)(=O)c2ccc(NC(=O)C3CCCO3)cc2)cc1 (stereo not given)	-4	-2	1	1.9	-2	1	1	3	0	-3
CCOC(=O)c1nn(-c2sc(C(=O)OC)c(C)c2C(=O)OC)cc1O	-8	9	0	0.9	1	-1	-4	3	0	-2
O=C(CCCCn1c(=O)c2ccccc2n(Cc2ccc(F)cc2)c1=O)NCc1ccco1	-7	-7	0	1.5	-9	2	-9	-5	1	-10
CCCCN(C)C(=S)Nc1ccsc1C(=O)OC	6	9	2	0.3	11	1	-5	-4	-2	0

Single entries from the list.
Cc1ccc(C)c(N2CC(C(=O)OCC(=O)Nc3cc(C)on3)CC2=O)c1 (stereo not given) in PRMT1 FP inh = 0
CCOc1ccc(NS(=O)(=O)c2ccc(NC(=O)C3CCCO3)cc2)cc1 (stereo not given) in LEDGF integ inh = 1

More results follow.
SMILES	SIAE primary	TDP2 absorb	NR1D1 modulator	PG9 Ab binder	TCR CD3 inh	LEDGF integ inh	mABHD4 FP	rCAG binder	PRMT1 FP inh	HTRA1 inhibitor
CCOc1cccc(-c2nnc3sc(COc4ccc(OC)cc4)nn23)c1	-23	-16	-6	-4.5	0	1	-8	3	-3	-12
COc1ccc(CCC(=O)Nc2cccc(S(=O)(=O)N3CCCCCC3)c2)cc1	-10	-8	0	-0.9	1	3	-8	2	1	-19
Cc1c(CC(=O)NCCCC(=O)O)c(=O)oc2c(C)c3oc4c(c3cc12)CCCC4	-1	10	-3	-0.7	-4	-1	-9	32	-1	-3
COC1=C(OC)C(=O)C(Sc2ccc3ccccc3c2)=CC1=O	11	7	0	-0.9	4	-1	57*	6	95*	6
CCOC(=O)C1=C(C)NC(SCC(=O)Nc2nc(C)cs2)=C(C#N)C1c1cccs1 (stereo not given)	-4	2	4	-0.1	4	2	-8	5	1	/
CCOC(=O)c1nc(C)sc1-c1ccnn1S(=O)(=O)c1cccc(Cl)c1	-6	8	0	0.7	-4	-1	-2	-8	3	-3
Cc1ccc(-c2nc(SC(C)C(=O)N3CCOCC3)n[nH]2)cc1 (stereo not given)	-14	-20	4	-1.4	6	4	-8	1	-5	1
CCc1ccc(N2CC(C)Cn3c2nc2c3c(=O)[nH]c(=O)n2C)cc1 (stereo not given)	11	17	-8	-1.2	2	0	-3	-6	-4	-4
CCN(CC)CCCOC(=O)c1ccc(OC)cc1O	-4	0	-1	-0.9	-2	-1	-3	0	-3	3
CC(=O)Nc1ncc2c(n1)CC(c1ccco1)CC2=O (stereo not given)	3	-3	-1	-1.2	5	-3	3	0	0	1

Full records, looked up by structure. Values in the order: SIAE primary | TDP2 absorb | NR1D1 modulator | PG9 Ab binder | TCR CD3 inh | LEDGF integ inh | mABHD4 FP | rCAG binder | PRMT1 FP inh | HTRA1 inhibitor
Listed for COC1=C(OC)C(=O)C(Sc2ccc3ccccc3c2)=CC1=O : 11 | 7 | 0 | -0.9 | 4 | -1 | 57* | 6 | 95* | 6
Listed for CC(=O)Nc1ncc2c(n1)CC(c1ccco1)CC2=O (stereo not given) : 3 | -3 | -1 | -1.2 | 5 | -3 | 3 | 0 | 0 | 1

Other entries.
SMILES	SIAE primary	TDP2 absorb	NR1D1 modulator	PG9 Ab binder	TCR CD3 inh	LEDGF integ inh	mABHD4 FP	rCAG binder	PRMT1 FP inh	HTRA1 inhibitor
C=CCCCCCCCCc1nc(SCC(=O)O)n[nH]1	3	4	8	-1.0	2	-3	-2	7	-5	-1
C/C=C/COC(=O)C1=C(C)NC(=O)NC1c1ccc2c(c1)OCO2 (stereo not given)	-5	-2	0	0.7	-12	-5	1	-5	5	-6
CCCCOc1ccccc1C1CC(=O)NC2=C1C(=O)CCC2 (stereo not given)	-1	3	0	-0.6	2	1	0	-5	-2	4
COc1ccccc1NS(=O)(=O)c1cc(NC(=O)CCNC(C)=O)ccc1C	-6	11	1	0.1	-2	-6	1	-1	0	0
CCOc1ccc(N=C2SC(C(=O)O)CC(=O)N2C)cc1 (stereo not given)	6	14	-2	-2.0	3	2	-4	4	-2	-5
CC1(C)N(O)CC(c2cccs2)=[N+]1[O-]	2	-13	-4	-2.6	3	5	2	0	0	8
CCOC(=O)C1(C)CCCN1C(=O)c1ccc(C(F)(F)F)nc1C (stereo not given)	3	-4	0	0.8	0	0	8	2	1	/
Cc1ccc(NC(=O)CSc2cccc[n+]2[O-])c([N+](=O)[O-])c1	2	-14	-3	0.6	5	3	-10	1	-5	1
CSc1ccc(CN(C)CC(=O)Nc2ccccc2Br)cc1	3	-3	2	-1.8	8	1	-8	1	2	-21
CCOc1ccc(NC(=O)CC2C(=O)N(c3ccc(OC)cc3)C(=S)N2Cc2ccccn2)cc1 (stereo not given)	-6	3	9	-2.6	-1	1	-9	2	-5	-2
O=c1[nH]cnc2ccccc12	-2	4	-4	0.9	4	i	-3	2	4	-9
CSc1nsc(SCC(=O)Nc2cc(C(=O)O)ccc2C)n1	1	12	2	-3.4	-4	4	-2	8	20	3
CCOC(=O)c1[nH]c2ccccc2c1NC(C)=O	0	16	-7	-1.7	-4	1	2	0	4	0
CCCc1cc(=O)[nH]c(SCC(=O)N2CC3(C)CC2CC(C)(C)C3)n1 (stereo not given)	3	8	-3	-1.6	3	1	1	7	-1	3
COc1cc(C2NC(=O)NC(C)=C2C(=O)OC(C)C)ccc1OC(=O)c1ccco1 (stereo not given)	2	4	3	-0.8	3	1	-1	-6	0	1
Cc1nc2ccccn2c1C(=O)C(=O)Nc1cc(F)ccc1F	9	5	-5	0.7	-3	4	-2	1	-5	7
CCOc1ccc(/C=C/C(=O)N(CC)CC(=O)Nc2c(F)cccc2F)cc1OC	4	-12	-2	-0.8	7	-1	-6	-2	-7	-3
CN(Cc1ccc(OC(F)F)cc1)C(=O)c1ccc2c(=O)n3c(nc2c1)CCC3	-3	-4	3	0.4	4	10	-4	-2	-2	-2
Cc1ccsc1C1Nc2ccc3ncccc3c2C2=C1C(=O)CC(C)(C)C2 (stereo not given)	1	6	4	1.9	-5	0	3	1	-2	-12
Cc1ccc2nc(-c3ccc(NC(=O)CSCC(=O)O)cc3)sc2c1	-15	-9	-7	0.6	6	5	-23	53*	-7	-15
O=C(/C=C/c1ccc(Cl)cc1Cl)NCc1ccncc1	-6	-13	1	-2.0	2	2	0	2	1	-1
COC(=O)CNC(=O)c1ccc(OC2CCN(C(=O)C3CC3)CC2)cc1	-4	-4	-10	0.8	8	-1	1	-2	-1	0
Cc1ccccc1CN1CCCCC(NC(=O)Cc2cccs2)C1=O (stereo not given)	2	0	5	/	/	2	-1	4	0	/
CCOc1ccc(C(=O)CC(=O)C(=O)NCCc2ccc(OC)c(OC)c2)cc1	-3	6	1	-1.0	0	-3	-9	9	-1	-13
O=C(O)c1cccc(S(=O)(=O)NNc2ccccc2C(F)(F)F)c1	1	-5	0	-1.3	5	1	-3	8	4	-5
O=C(NC1CCN(Cc2ccccc2)CC1)C1CCCN(S(=O)(=O)c2cccc3nonc23)C1 (stereo not given)	3	3	1	-0.4	0	-1	5	-5	-3	0
CN(C)S(=O)(=O)c1cccc(N=C2NN=C(c3ccccc3)CS2)c1	-11	-10	2	-0.8	-4	-5	-6	15	54*	/
CCOC(=O)c1sc(NC(=O)Cn2nnc3sc4c(c3c2=O)CCC(C(C)(C)C)C4)nc1C (stereo not given)	-16	-9	-4	-0.6	-1	-2	-6	13	-1	-15
